FXIIa inh 1536 = human FXIIa protease inhibitors, primary screen, biochemical, 1536-well | purified FXIIa, Boc-QGR-AMC fluorogenic substrate, 2 h | inhibition, % at 5 µM | hit rate 0.3% among 220,000 | AID 800, 2007; in the data active = inhibition above about 40%;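 note: 0% = enzyme with no compound and 100% = blank without enzyme; many of its hits are not listed in these tables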
thrombin 1536 = human alpha-thrombin inhibitors, primary screen, counter-screen for coagulation protease inhibitor project, biochemical, 1536-well, fluorogenic AMC substrate; Boc-VPR-AMC fluorogenic substrate cleavage; inhibition, % at 5 µM; hit rate 0.26% among 220,000;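 active = inhibition at or above 40%; inactive = inhibition below 40%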;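 note: 0% = enzyme with no compound and 100% = wells without enzyme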
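System – human alpha-thrombin protein · Reagent – Boc-VPR-AMC substrate, 15 µM final · Compound – 5 µM single dose in 0.2% DMSO · Schedule – reaction at room temperature · Technique – AMC fluorescence at 355 nm excitation and 460 nm emission · Read-out basis – % inhibition relative to enzyme controls and enzyme-free blanks · Control set – no-compound enzyme wells and no-enzyme blanks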
PERK inhibitor = block of dimerizer-induced PERK translation repression, primary screen, PERK inhibitor project, CHO PERK-DD cells, SEAP luminescence, HTS | inhibition, % at 5.6 µM | CHO PERK-DD fusion, SEAP luminescence translation reporter | hit rate 0.17% among 220,000 | Eukaryotic translation initiation factor 2-alpha kinase 3 (Homo sapiens), Q9NZJ5;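 active = inhibition above the mean inhibition of all tested compounds plus 3 SD, set separately per screening campaign, cut at about 2.9% in these data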;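 note: PERK kinase domain activated by AP20187 dimerizer at 100 nM; 0% = DMSO with dimerizer and 100% = rapamycin at 8.4 µM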
Calpain2 inh = inhibitors of pig calpain II, primary screen, biochemical, fluorogenic peptide substrate, 1536-well | purified calpain II, 30 min | hit rate 0.37% among 220,000 | inhibition, % at 16 µM;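 active = inhibition above about 50%, limit read from the data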
FXIa inh = human FXIa protease inhibitors, primary screen, biochemical, 1536-well; Coagulation factor XI (Homo sapiens), P03951; purified FXIa, Boc-Glu-Ala-Arg-AMC fluorogenic substrate; inhibition, % at 5 µM; hit rate 0.14% among 220,000; AID 798, 2007;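 active = inhibition of at least 40%; inactive = inhibition below 40%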;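 note: fluorescence of freed AMC excited at 355 nm; 0% = enzyme without compound and 100% = no enzyme blank; many of its hits are not listed in these tables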
KLK5 inh = human KLK5 protease inhibitors, primary screen, biochemical, 1536-well; Kallikrein-5 (Homo sapiens), Q9Y337; recombinant hK5, fluorogenic AMC substrate cleavage; inhibition, % at 5 µM; hit rate 0.59% among 210,000; AID 873, 2007;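 active = inhibition of 40% or more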;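 note: 0% = enzyme controls without compound and 100% = no-enzyme blanks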
Furin inh = human furin inhibitors, primary screen, biochemical, fluorescence intensity. AID 463115, 2010. purified furin, fluorogenic substrate cleavage. inhibition, % at 30 µM. hit rate 0.061% among 220,000; in the data active = inhibition above about 25%; note: inactives centre near -15
Cl transport mod = KCC2 cotransporter modulators, thallium flux, primary screen, cell-based, HEK293 KCC2, FluoZin-2 fluorescence, MLSMR | Solute carrier family 12 member 5 (Homo sapiens), Q9H2X9 | KCC2 cells, thallium flux FluoZin-2 fluorescence | hit rate 2.2% among 190,000 | B-score of Tl+ flux slope (higher = more flux/activation; lower = inhibition) at 10 µM;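 active = thallium flux slope and its plate-corrected score both differing from the plate sample mean at a set confidence after two filtering rounds, in either direction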;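 note: slope of fluorescence scaled to starting intensity during 10 to 20 s after thallium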
Target sequence (Q9H2X9 whole entry, looked up): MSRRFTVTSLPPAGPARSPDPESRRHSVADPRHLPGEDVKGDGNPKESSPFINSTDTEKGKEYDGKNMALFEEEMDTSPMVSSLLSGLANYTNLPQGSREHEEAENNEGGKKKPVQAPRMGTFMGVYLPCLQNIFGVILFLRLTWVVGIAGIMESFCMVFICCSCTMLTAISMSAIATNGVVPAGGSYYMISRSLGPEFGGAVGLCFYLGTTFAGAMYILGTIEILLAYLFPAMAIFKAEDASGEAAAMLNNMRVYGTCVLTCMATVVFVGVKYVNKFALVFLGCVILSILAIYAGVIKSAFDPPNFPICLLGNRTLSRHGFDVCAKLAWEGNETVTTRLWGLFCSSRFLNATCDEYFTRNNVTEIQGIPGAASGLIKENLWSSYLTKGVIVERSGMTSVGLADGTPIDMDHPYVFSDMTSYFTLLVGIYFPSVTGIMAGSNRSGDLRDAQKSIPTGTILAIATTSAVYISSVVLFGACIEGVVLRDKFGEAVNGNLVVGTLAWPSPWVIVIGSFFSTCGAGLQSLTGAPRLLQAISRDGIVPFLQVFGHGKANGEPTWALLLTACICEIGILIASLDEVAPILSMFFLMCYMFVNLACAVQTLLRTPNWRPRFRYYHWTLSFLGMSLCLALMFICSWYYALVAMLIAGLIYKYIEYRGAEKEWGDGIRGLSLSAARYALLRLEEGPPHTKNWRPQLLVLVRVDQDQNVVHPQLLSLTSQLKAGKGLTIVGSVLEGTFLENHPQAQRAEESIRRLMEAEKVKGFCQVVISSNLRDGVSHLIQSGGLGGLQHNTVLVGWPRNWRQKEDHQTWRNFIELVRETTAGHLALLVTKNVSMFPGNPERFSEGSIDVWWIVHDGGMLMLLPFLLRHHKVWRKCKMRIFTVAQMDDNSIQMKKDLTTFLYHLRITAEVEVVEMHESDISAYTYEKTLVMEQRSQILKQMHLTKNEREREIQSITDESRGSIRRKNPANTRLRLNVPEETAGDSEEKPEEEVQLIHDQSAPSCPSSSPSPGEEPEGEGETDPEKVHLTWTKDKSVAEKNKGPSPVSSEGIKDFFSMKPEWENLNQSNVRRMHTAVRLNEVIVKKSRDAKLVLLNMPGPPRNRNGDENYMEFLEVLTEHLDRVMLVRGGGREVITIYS
Rad51 HR inh = human RAD51 strand exchange inhibitors, primary screen, biochemical, fluorescence; hRad51 DNA strand exchange, fluorescence dequenching; AID 1385, 2008; inhibition, % at 10 µM; hit rate 0.085% among 200,000; DNA repair protein RAD51 homolog 1 (Homo sapiens), Q06609;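 active = inhibition above 40% at the single screening dose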;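 note: 0% = DMSO control wells and 100% = blanks with heterologous ssDNA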
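Material: human Rad51–ssDNA filaments; Probe or stimulus: labelled 47-mer dsDNA for strand exchange; Doses: single 10 µM dose; Incubation: 37 °C 15-min filament assembly, 30-min compound preincubation, 15-min exchange; Technique: FRET fluorescence dequenching, excitation 485 nm, emission 520 nm; Measure: Fluorescence-based percent inhibition, control- and blank-normalised; Benchmarks: plate control and blank wells.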
* marks the source's active call; other numbers are inactive results; / = no result given; [ ] = remark or other dose. Only part of the results is shown. The share of hits here may be higher or lower than overall.

SMILES	FXIIa inh 1536	thrombin 1536	PERK inhibitor	Calpain2 inh	FXIa inh	KLK5 inh	Furin inh	Cl transport mod	Rad51 HR inh
Cn1c(=O)c2ncn(CC(=O)Nc3ccc(N4CCOCC4)cc3)c2n(C)c1=O	-1	-4	0.6	-14	-10	-7	-14[20 µM]	0.0039	/
O=C(NCc1ccco1)c1c(O)c2cccc3c2n(c1=O)CCC3	17	4	0.7	-16	6	-20	-19	-0.11	-2
O=C(OC(C(=O)NC1CCCC1)c1cccnc1)C1=Cc2ccccc2OC1 (stereo not drawn)	4	-1	-0.6	-38	-2	20	-16[20 µM]	-3.2*	-3
Cc1cc(-c2ccccc2)nc(N(C)NC(=O)c2ccc(Cl)cc2)c1S(C)(=O)=O	12	-4	0.8	-95	-8	-25	-20[20 µM]	0.5	/
O=[N+]([O-])c1cccc(S(=O)(=O)N/N=C/c2ccc(O)cc2)c1	2	3	0.4	-1	-4	-9	-22	-3.2	31
CCOC(=O)CSc1nnc(CNC(=O)c2ccc(OC)cc2OC)n1-c1ccc(OC)cc1	4	-3	0.4	-28	-3	-9	-12	-0.53	7
COC(=O)c1cccc(NC(=O)Nc2ccccc2OC)c1	3	-3	0.9	-3	0	/	-23	-1.3	8
COc1ccc2[nH]c3c(NCCC4=CCCCC4)ncnc3c2c1	0	1	1.6	-225	-5	0	-24	0.21	8
CS(=O)(=O)N1CCN(C(=O)Cc2ccccc2Cl)CC1	4	1	1.0	-18	-5	-14	-15	1.2	-9
CS(=O)(=O)N1CCN(C(=O)NC2CCCCC2)CC1	7	1	0.6	-4	3	2	-28	0.89	29
COCC(=O)Nc1nc2n(n1)C(c1ccc(OC)cc1)CC(c1ccc(OC)cc1)N2 (stereo not drawn)	5	2	0.3	-50	-3	-1	-31	0.057	-2
CCc1cccc2[nH]c3cc([N+](=O)[O-])ccc3c12	1	-3	1.3	-32	9	-3	-22	0.13	9

Among those listed so far, eight contain nitrogen in an aromatic ring.
SMILES	FXIIa inh 1536	thrombin 1536	PERK inhibitor	Calpain2 inh	FXIa inh	KLK5 inh	Furin inh	Cl transport mod	Rad51 HR inh
Cn1c(=O)c2ncn(CC(=O)Nc3ccc(N4CCOCC4)cc3)c2n(C)c1=O	-1	-4	0.6	-14	-10	-7	-14[20 µM]	0.0039	/
O=C(NCc1ccco1)c1c(O)c2cccc3c2n(c1=O)CCC3	17	4	0.7	-16	6	-20	-19	-0.11	-2
O=C(OC(C(=O)NC1CCCC1)c1cccnc1)C1=Cc2ccccc2OC1 (stereo not drawn)	4	-1	-0.6	-38	-2	20	-16[20 µM]	-3.2*	-3
Cc1cc(-c2ccccc2)nc(N(C)NC(=O)c2ccc(Cl)cc2)c1S(C)(=O)=O	12	-4	0.8	-95	-8	-25	-20[20 µM]	0.5	/
CCOC(=O)CSc1nnc(CNC(=O)c2ccc(OC)cc2OC)n1-c1ccc(OC)cc1	4	-3	0.4	-28	-3	-9	-12	-0.53	7
COc1ccc2[nH]c3c(NCCC4=CCCCC4)ncnc3c2c1	0	1	1.6	-225	-5	0	-24	0.21	8
COCC(=O)Nc1nc2n(n1)C(c1ccc(OC)cc1)CC(c1ccc(OC)cc1)N2 (stereo not drawn)	5	2	0.3	-50	-3	-1	-31	0.057	-2
CCc1cccc2[nH]c3cc([N+](=O)[O-])ccc3c12	1	-3	1.3	-32	9	-3	-22	0.13	9

Later entries
SMILES	FXIIa inh 1536	thrombin 1536	PERK inhibitor	Calpain2 inh	FXIa inh	KLK5 inh	Furin inh	Cl transport mod	Rad51 HR inh
CCOC(=O)Cn1cnc2c(C#N)c3n(c2c1=O)CCCCC3	-8	-1	0.1	-24	0	-14	-15	/	/
COc1cc2c(c(OC)c1OC)CCc1cnoc1-2	4	-6	-0.5	-8	-2	-3	-12	-1.9	12
CC(C)(C)OC(=O)NCCCCCc1nnc(SCc2cccc(F)c2)o1	9	-2	0.1	9	2	4	-22	-1	/
COc1ccc(C2SCCN2C(=S)Nc2cccc(C(F)(F)F)c2)cc1 (stereo not drawn)	9	2	1.0	30	-4	3	-17	-0.88	17
COc1ccc(OC)c(N2Cc3ccccc3C2)c1	13	1	-0.1	-64	3	-7	-12[20 µM]	2	-3
Cc1nn(-c2ccccc2)c(Cl)c1C(=O)NCC(C)C	3	-5	-0.1	0	-2	5	-2[20 µM]	0.082	4
COCCNC(=O)c1ccc2c(c1)nc(C)n2-c1cccc(F)c1	8	-5	-0.4	-4	5	-18	-21[20 µM]	0.72	23
Cn1c(=O)c2c(nc(CN3CCOCC3)n2CC(O)CO)n(C)c1=O (stereo not drawn)	-3	-7	0.1	-9	0	-1	-7[20 µM]	0.37	5
CNC(=O)c1ccsc1NC(=O)c1ccc(S(=O)(=O)N2CCc3ccccc32)cc1	15	1	-0.7	-105	8	-5	-4	-0.025	-8
CS(=O)(=O)c1[nH]nc(-c2ccccc2)c1C#N	3	-6	0.9	5	-18	2	-23	-1.1	6
O=C(Cc1coc2cc3c(cc12)CCC3)NCC1(N2CCCCC2)CCCCC1	18	1	-0.7	-2	10	0	-10	-0.42	-11
COC(=O)c1ccc(NC(=O)N2CCOCC2)cc1	3	-13	0.5	-42	-6	-35	-18	/	7
CCC(=O)c1ccc(OCC(=O)N2CCc3cc(OC)c(OC)cc3C2)cc1	-7	-5	-0.9	-36	-8	-23	7[20 µM]	-0.18	-5
O=C(NCCOC(=O)C1COc2ccccc2O1)c1cccnc1 (stereo not drawn)	4	-18	1.7	-27	5	1	-6	-2.5	/
CCC(C)N1C(=O)S/C(=C/c2ccc(N3CCOCC3)cc2C)C1=O (stereo not drawn)	9	-1	-1.6	-6	2	-13	-5	-0.11	/
C[C@H](NC(=O)OC(C)(C)C)C(=O)N/N=C/c1cccc2nccnc12	3	-6	-0.8	13	-7	-1	-15	0.007	7
COc1ccc(CN2C(=O)c3ccccc3C2C(=O)NC2CCCC2)c(OC)c1 (stereo not drawn)	-5	2	-0.4	22	-8	1	-15	1.3	-2
CS(=O)(=O)N1N=C(c2cccs2)CC1c1ccc(Cl)o1 (stereo not drawn)	5	4	1.1	-35	-1	-1	-27	-0.94	34
Cc1ccc(NC(=S)NNC(=O)Cn2nc(C(F)F)cc2C(F)F)cc1	20	12	0.0	11	13	-66	-12	-0.79	24
Cc1c(CCO)c(=O)n(C)n1C(=O)c1ccc(F)cc1	-7	2	-1.2	2	-6	-9	-9	-0.34	0
O=C(c1ccco1)N1N=C2CCCCCC2C1(O)C(F)(F)F (stereo not drawn)	6	2	1.1	-3	-2	3	-38	-0.14	1
COC(=O)C(C)Sc1nc2c(c(=O)n(C)c(=O)n2C)n1Cc1cccc(C)c1 (stereo not drawn)	12	2	-0.8	16	5	-15	-13[20 µM]	/	-1
O=C(CCN1CCOCC1)Nc1cccc(Br)c1	11	1	0.0	-2	8	-26	-22	0.016	1
O=C(COn1nnc2ccc(Cl)cc21)NC12CC3CC(CC(C3)C1)C2	3	-4	-1.2	45	-9	1	2[20 µM]	0.85	-2
CCCSc1ncnc2sc(C)c(C)c12	2	3	-0.2	16	-5	-1	-11	1.3	1
CCOC(=O)C1CCN(C(=S)Nc2cc(C)ccc2C)CC1	15	-4	1.7	3	5	-8	-18	-0.1	-9
Cc1ccc(-c2nn(-c3ccccc3)cc2C(N)=O)o1	5	0	0.8	-78	-1	0	-19	1	6
CC(C)c1ccc2[nH]c(O)c(N=NC(=S)NCCc3ccccc3)c2c1	12	-9	-0.2	24	3	-4	-11	0.021	-3
CCC(C)[C@H](NC(=O)NCc1cccs1)C(=O)OC (stereo partly drawn)	9	-3	0.5	-20	-22	7	-24	0.3	-6
CC(C)CNS(=O)(=O)c1ccc(CCC(=O)N2CCCC2)cc1	5	1	1.2	-67	1	/	-25	-1	/
CCOC(=O)C1=C(O)CSC1=Nc1cccc2ccccc12	21	-3	0.0	6	8	-14	-13	-2.1	-9
Cc1ccccc1Nc1n[nH]c(C)c1[N+](=O)[O-]	5	-6	0.4	17	-2	0	-16	-1.3	/
Cc1sc2nc(CN3CCN(S(=O)(=O)c4cccc5nonc45)CC3)[nH]c(=O)c2c1C	-12	-8	-1.1	11	-13	-7	-18[20 µM]	0.55	5
CCc1ccc2c(c1)C(c1ccc([N+](=O)[O-])cc1)=NNC(c1ccc(Br)cc1)=N2	16	-1	1.5	11	10	-9	-12	-2.7	17
CC(C)C(=O)Nc1ccc(Nc2ccccc2)cc1	30	-1	1.0	5	13	-16	-24	/	-6
COCCCNC(=O)CN(c1ccc(OC)cc1)S(=O)(=O)c1ccc(NC(C)=O)cc1	6	9	0.7	5	-6	17	-37	0.0049	-8
Cc1cc(C(=O)COc2cccc3cccnc23)c(C)n1C	10	0	1.6	-8	8	1	-20[20 µM]	-0.67	-9
O=C(CC1C(=O)NCCN1CC1CCCCC1)NCc1cccc(F)c1F (stereo not drawn)	8	-4	0.6	-37	-4	1	-24	-0.037	-7
Cc1cc(C)c2[nH]c(O)c(N=NC(=S)NCC3CCCO3)c2c1 (stereo not drawn)	26	-2	-1.0	19	19	-33	-20	0.85	-30
CC(C)=CC(=O)OCC(=O)Nc1ccc(Cl)cn1	4	0	0.4	12	-14	-20	-14[20 µM]	0.58	10
COC(=O)c1cccc(Nc2nc(-c3cccnc3)nc3ccccc23)c1	0	-3	-1.8	-63	-2	0	-16	-0.87	17
COC(=O)c1cc2ccsc2n1CC(=O)N(C)C1CCCCC1	14	5	-0.3	22	5	-5	-21[20 µM]	-0.097	/
O=c1c(Cc2ccc(Cl)cc2)c(O)ccn1Cc1ccncc1	/	-4	0.3	-20	2	4	-19	-0.14	4
CCCC(=O)Nc1cc(C)c(NC(=O)c2cccs2)cn1	9	-2	0.1	-7	-3	3	-20	1.4	7

Screens (PubChem BioAssay)
